inhibitors of VEEV: inhibitors of VEEV TC-83 cytopathic effect, confirmation, Vero cells (AID 588727) | Vero cells, VEEV TC-83 cytopathic effect inhibition; higher % means a stronger effect | inhibition, % at 20 µM; hits with a dose series show IC50 in µM | 350,000 tested, 0.13% active; in the data active means a potency from the dose series; further: strong numbers were not always called active
Numbers without * were called inactive.

For CCC(=C(c1ccc(O)cc1)c1ccc(OCCN(C)C)cc1)c1ccccc1 the results were inhibitors of VEEV inactive.
CC(C)OC(=O)N(C)C[C@@H]1OCc2cnnn2CCCC(=O)N([C@@H](C)CO)C[C@@H]1C was read as inhibitors of VEEV inactive.
For CN(C)Cc1ccccc1CNC(=O)c1ccc(Cl)c(S(=O)(=O)NC2CC2)c1 the results were inhibitors of VEEV 0.2%.
O=C(Nc1ccc(N2CCOCC2)cc1)C1CCN(S(=O)(=O)c2cccc(C(F)(F)F)c2)CC1 was read as inhibitors of VEEV 1.5%.
For CCCCN1C[C@H](C)[C@@H](CC(=O)Nc2ccccc2)C1=O the results were inhibitors of VEEV 2.8%.
CC(=O)N1C[C@H]2CON(C)[C@H]2C[C@H]1c1cccc(-c2cc(Cl)cc(Cl)c2)c1 was read as inhibitors of VEEV 4.7%.
Screening Nc1ccccc1SC(CC(=O)c1ccccc1)c1ccccc1 (configuration not stated) returned inhibitors of VEEV 3.6%.
Screening Cc1ccccc1OS(=O)(=O)c1cccc([N+](=O)[O-])c1 returned inhibitors of VEEV 2.6%.
For COc1ccccc1-c1ccc2c(c1)O[C@@H](CN(C)C(=O)c1ccncc1)[C@H](C)CN([C@@H](C)CO)S2(=O)=O the results were inhibitors of VEEV 6.6%.
`CC(C)Cn1c(SCC(=O)NC2CC2)nc2ccccc21` gave inhibitors of VEEV 0.5%.
`COc1ccc([C@H]2N[C@]3(CCCN(Cc4ccco4)C3=O)[C@H]3C(=O)N(C)C(=O)[C@@H]23)cc1` gave inhibitors of VEEV 1.4%.
For C=CCN1C(=O)/C(=C/N(C)C)S/C1=N\S(=O)(=O)c1cccs1 the results were inhibitors of VEEV 2.3%.
For CCOC(=O)N1CCN(C(=O)c2ccc(CS(=O)c3cccc(C)c3)o2)CC1 (configuration not stated) the results were inhibitors of VEEV 0.5%.
Screening CCOc1ccc2oc(C(=O)Nc3ccc(C)cn3)c(C)c2c1 returned inhibitors of VEEV 1.4%.
`CCN1C(=O)[C@H]2[C@@H](c3ccc(C)cc3)N[C@]3(CCCN(CC4CCCCC4)C3=O)[C@H]2C1=O` gave inhibitors of VEEV 0.4%.
`O=C(NC1CCCCC1)c1cccc(NC(=O)c2ccccc2Cl)c1` gave inhibitors of VEEV 2.0%.
Screening O=C(NCC1CCCO1)c1cccc(S(=O)(=O)Nc2ccccc2Cl)c1 (configuration not stated) returned inhibitors of VEEV 4.4%.
For Cc1cn([C@H]2C[C@H](O)[C@@H](CNCc3ccc(C#CCCO)cc3)O2)c(=O)[nH]c1=O the results were inhibitors of VEEV 0.8%.
CNc1n[nH]c(-c2ccccc2)n1 was read as inhibitors of VEEV 0.6%.
For C[C@@H]1CN([C@@H](C)CO)C(=O)CCCn2nncc2CO[C@H]1CN(C)C(=O)C1CC1 the results were inhibitors of VEEV inactive.
Screening N#Cc1ccc(NC(=O)COC(=O)C2CCC2)cc1 returned inhibitors of VEEV inactive.
For Cc1ccc(S(=O)(=O)Nc2ccccc2C=NNC(=O)c2ccncc2)cc1 the results were inhibitors of VEEV 1.6%.
CCOC(=O)NC(=S)Nc1cccc(C)n1 was read as inhibitors of VEEV 2.0%.
For COC(=O)C1CC(c2ccccc2)N(c2ccccc2)O1 (configuration not stated) the results were inhibitors of VEEV 1.0%.

Reprinted from the part before: 4 entries; new compounds follow.
Screening N#Cc1ccc(NC(=O)COC(=O)C2CCC2)cc1 returned inhibitors of VEEV inactive.
For Cc1ccc(S(=O)(=O)Nc2ccccc2C=NNC(=O)c2ccncc2)cc1 the results were inhibitors of VEEV 1.6%.
CCOC(=O)NC(=S)Nc1cccc(C)n1 was read as inhibitors of VEEV 2.0%.
For COC(=O)C1CC(c2ccccc2)N(c2ccccc2)O1 (configuration not stated) the results were inhibitors of VEEV 1.0%.
For CCOC(=O)CCCCCC(=O)Nc1ccc2c(c1)C(=O)N([C@H](C)CO)C[C@@H](C)[C@@H](CN(C)C(=O)CCC(F)(F)F)OCCCC[C@H](C)O2 the results were inhibitors of VEEV inactive.
Screening CC(C)(C)NC(=S)N1CCC2CC1c1c(Cl)cccc12 (configuration not stated) returned inhibitors of VEEV 1.2%.
`COc1ccc(Oc2c(OC)cc(NCc3ccc(CN)cc3)c3ncccc23)cc1` gave inhibitors of VEEV 3.8%.
C[C@H](CO)N1C[C@H](C)[C@@H](CN(C)S(=O)(=O)c2ccccc2)OCc2cnnn2CCCC1=O was read as inhibitors of VEEV inactive.
Cc1ccc(Nc2nc(C)cc(C)c2C#N)c(C)c1 was read as inhibitors of VEEV inactive.
Cc1cccc(OCC(=O)Nc2ccc(C(=O)Nc3ccccc3C(=O)O)cc2)c1 was read as inhibitors of VEEV inactive.
CC(C)COC(=O)N(C)C[C@H]1OCc2cnnn2CCCC(=O)N([C@H](C)CO)C[C@@H]1C was read as inhibitors of VEEV inactive.
Screening O=C(O)c1ccccc1Cc1ccc(F)c2ccccc12 returned inhibitors of VEEV inactive.
Screening C[C@H]1CN([C@@H](C)CO)C(=O)CCCn2nncc2CO[C@@H]1CN(C)S(=O)(=O)c1ccccc1 returned inhibitors of VEEV 0.8%.
Screening c1ccc2cc(C3OCC4(CCCC4)CO3)ccc2c1 returned inhibitors of VEEV 0.3%.
For Cc1ccc([C@H]2C[C@H](O)[C@@H](n3cc(-c4ccc(F)cc4)nn3)CN2CC2CCCCC2)cc1 the results were inhibitors of VEEV 1.2%.
Screening COc1cccc(/C=C/c2nc(S(=O)(=O)c3ccccc3)c(N3CCC(C(N)=O)CC3)o2)c1 returned inhibitors of VEEV 8.5%.

Looked up by compound from the entries so far:
C[C@H](CO)N1C[C@H](C)[C@@H](CN(C)S(=O)(=O)c2ccccc2)OCc2cnnn2CCCC1=O was read as inhibitors of VEEV inactive.
Screening CC(C)(C)NC(=S)N1CCC2CC1c1c(Cl)cccc12 (configuration not stated) returned inhibitors of VEEV 1.2%.
Cc1ccc(Nc2nc(C)cc(C)c2C#N)c(C)c1 was read as inhibitors of VEEV inactive.
For Cc1ccc([C@H]2C[C@H](O)[C@@H](n3cc(-c4ccc(F)cc4)nn3)CN2CC2CCCCC2)cc1 the results were inhibitors of VEEV 1.2%.
Screening O=C(O)c1ccccc1Cc1ccc(F)c2ccccc12 returned inhibitors of VEEV inactive.
Screening c1ccc2cc(C3OCC4(CCCC4)CO3)ccc2c1 returned inhibitors of VEEV 0.3%.
Screening COc1cccc(/C=C/c2nc(S(=O)(=O)c3ccccc3)c(N3CCC(C(N)=O)CC3)o2)c1 returned inhibitors of VEEV 8.5%.

(cont.)
For Cc1ccc([C@H]2C[C@@H](n3cc(C4CC4)nn3)[C@H](O)CN2C(=O)c2cccs2)cc1 the results were inhibitors of VEEV 0.1%.
For CC1(c2ccccc2)NC(=O)N(CC(=O)N2CCc3ccccc32)C1=O (configuration not stated) the results were inhibitors of VEEV 1.0%.
Screening COc1ccc(NC(=O)O[C@@H](C)[C@@H]2CN3CCc4c([nH]c5ccc(-c6ccc(OC)cc6)cc45)[C@@H]3C[C@@H]2N(C)C(=O)Nc2ccc(OC)cc2)cc1 returned inhibitors of VEEV 0.2%.
For O=C(CN1CCN(C(=O)CCC(=O)N2CCC(c3ccccc3)=N2)CC1)Nc1cccc(F)c1 the results were inhibitors of VEEV 2.2%.
For CCN(CC)C(=O)C1=C(C)N(CCC2=CCCCC2)C(=O)C(CC(=O)NC(c2ccccc2)c2ccccc2)C1 (configuration not stated) the results were inhibitors of VEEV 1.5%.
For COc1cc(C(C)=O)ccc1OCC(=O)N1CCC(Cc2ccccc2)CC1 the results were inhibitors of VEEV inactive.
O=C1NC(Cc2ccc(O)cc2)c2nc3cc(F)ccc3c(=O)n2-c2cc3ccccc3cc21 (configuration not stated) was read as inhibitors of VEEV 11.2%.
`COc1cc(CNC[C@H]2O[C@@H](n3cc(C)c(=O)[nH]c3=O)C[C@@H]2O)ccc1OCc1cccc(Cl)c1` gave inhibitors of VEEV inactive.
For O=S(=O)(Nc1ccc(-c2cn3c(n2)SCC3)cc1)c1cc(F)ccc1F the results were inhibitors of VEEV 0.2%.
Screening Cc1ccc(NC(=O)CN2CCN(C(=O)C3CC3)CC2)c(F)c1 returned inhibitors of VEEV 1.0%.
`O=C(NNC(=O)c1ccco1)c1ccco1` gave inhibitors of VEEV inactive.
COc1ccc(C(=O)N2C=Cc3ccccc3C2C#N)cc1 (configuration not stated) was read as inhibitors of VEEV inactive.
Screening Cc1nc2ccccc2c(=O)n1-c1c(Cl)cccc1Cl returned inhibitors of VEEV inactive.
Screening CC(=O)Nc1ccc(N2CCOCC2)c(S(=O)(=O)Nc2ccccc2Cl)c1 returned inhibitors of VEEV 0.9%.
C[C@@H]1CN([C@@H](C)CO)C(=O)c2c(c3ccccc3n2C)-c2ccccc2CO[C@H]1CN(C)C(=O)C1CC1 was read as inhibitors of VEEV 0.7%.
`Cc1ccccc1CSCC1Nc2ccc(C(=O)NCCc3ccccc3)cc2NC1=O` (configuration not stated) gave inhibitors of VEEV 1.7%.
Screening Cc1onc(-c2ccccc2)c1C(=O)OCC(=O)c1ccc[nH]1 returned inhibitors of VEEV 8.9%.
`COc1ccc([C@H]2C[C@@H](n3cc(COC(=O)c4ccccc4)nn3)[C@H](O)CN2Cc2cccs2)cc1` gave inhibitors of VEEV 1.1%.
Screening CC1NC(=O)c2cccnc2-n2c1nc1cc(F)ccc1c2=O (configuration not stated) returned inhibitors of VEEV 0.2%.
COc1ccc(CN(C)C(=O)C2CSC3(C)CCC(=O)N23)c(OC)c1 (configuration not stated) was read as inhibitors of VEEV 0.4%.
`O=C1NC(=O)C([N+](=O)[O-])=C(O)C1=O` gave inhibitors of VEEV 1.7%.
`O=C1CC(SC(=S)C2CCCC2=O)C(=O)N1` (configuration not stated) gave inhibitors of VEEV 1.6%.
COc1ccc(NC(=O)C2CCN(S(=O)(=O)c3ccc(Cl)c(C(F)(F)F)c3)CC2)cn1 was read as inhibitors of VEEV 4.4%.
`O=C(c1ccccc1F)N1N=C(C(F)(F)F)CC1(O)c1ccccc1` (configuration not stated) gave inhibitors of VEEV 0.9%.

Part of the list above in order of molecular weight, ascending:
`O=C1NC(=O)C([N+](=O)[O-])=C(O)C1=O` gave inhibitors of VEEV 1.7%.
Screening Cc1nc2ccccc2c(=O)n1-c1c(Cl)cccc1Cl returned inhibitors of VEEV inactive.
C[C@@H]1CN([C@@H](C)CO)C(=O)c2c(c3ccccc3n2C)-c2ccccc2CO[C@H]1CN(C)C(=O)C1CC1 was read as inhibitors of VEEV 0.7%.

Carrying on.
Screening O=S(=O)(Nc1nc(-c2ccco2)c(-c2ccco2)s1)c1ccc(F)cc1F returned inhibitors of VEEV 5.2%.
`CCOc1ccc(OCC)c(NC(=O)C2C3C=CC(O3)C2C(=O)O)c1` (configuration not stated) gave inhibitors of VEEV 0.5%.
C/C(=N\NC(=O)c1ccccc1-n1cccc1)c1ccccn1 was read as inhibitors of VEEV 12.7%.
For O=C(Oc1ccc(=O)[nH]n1)c1ccccc1 the results were inhibitors of VEEV 0.4%.
CCOc1ccc(S(=O)(=O)N2CCC(C(=O)Nc3ccccc3N3CCCC3)CC2)cc1 was read as inhibitors of VEEV 0.9%.
CCc1ccc(-n2c(=S)sc3c(=O)[nH]c(SCC(=O)NC4CCCCC4)nc32)cc1 was read as inhibitors of VEEV inactive.
`C[C@@H]1CN([C@H](C)CO)C(=O)CCCn2nncc2CO[C@H]1CN(C)Cc1cccc(O)c1` gave inhibitors of VEEV inactive.
O=C(c1ccccc1)N(C(=O)c1ccccc1)c1ccccc1 was read as inhibitors of VEEV 0.3%.
Screening COc1ccc(/C=C/C(=O)OCC(=O)Nc2nnc(-c3ccccc3)o2)c(OC)c1 returned inhibitors of VEEV 0.9%.
For COCOCCn1cc(CN2CCS(=O)(=O)N(Cc3ccc(-c4ccc(Cl)cc4)cc3)C(C(C)C)C2=O)nn1 (configuration not stated) the results were inhibitors of VEEV inactive.
Screening C[C@H]1CN([C@@H](C)CO)C(=O)CCCn2nncc2CO[C@@H]1CN(C)S(=O)(=O)c1ccc2ccccc2c1 returned inhibitors of VEEV 1.8%.
CCN(CC)C(=O)C1=C(C)N(Cc2ccc(OC)cc2)C(=O)C(CC(=O)NC2CCCCC2)C1 (configuration not stated) was read as inhibitors of VEEV 0.8%.
For C[C@H](O)[C@@H]1C(=O)N2CCc3c([nH]c4ccccc34)[C@@H]2C[C@@H]1N(C)Cc1ccc2c(c1)OCO2 the results were inhibitors of VEEV 3.4%.
Cc1ncoc1C(=O)NC1CCCc2c1cnn2-c1cc(F)cc(F)c1 (configuration not stated) was read as inhibitors of VEEV 1.0%.
For COc1ccccc1C#Cc1cnc2c(c1)C(=O)N([C@H](C)CO)C[C@H](C)[C@@H](CN(C)S(=O)(=O)c1cn(C)cn1)O2 the results were inhibitors of VEEV 9.7%.
Screening CC(=O)NC(CCc1ccc(Cl)c(Cl)c1)c1cccc(O)c(=O)c1 (configuration not stated) returned inhibitors of VEEV inactive.
For O=C(Nc1ccc2nc(N3CCOCC3)sc2c1)c1cc2ccccc2o1 the results were inhibitors of VEEV 12.7%.
Screening CCOC(=O)CCCCCC(=O)Nc1ccc2c(c1)C(=O)N([C@@H](C)CO)C[C@H](C)[C@H](CN(C)S(=O)(=O)c1ccc(OC)cc1)OCCCC[C@H](C)O2 returned inhibitors of VEEV 0.4%.
For CC1(C)CC(=Cc2ccccc2[N+](=O)[O-])C(=O)c2ccccc21 the results were inhibitors of VEEV inactive.
O=C(CCCN1C(=O)/C(=C\c2cccs2)SC1=S)Nc1ccccc1O was read as inhibitors of VEEV inactive.
`C[C@H](CO)N1C[C@H](C)[C@@H](CN(C)C(=O)Nc2cc(F)ccc2F)Oc2ncc(-c3cccc(F)c3)cc2C1=O` gave inhibitors of VEEV 1.0%.
For NC(=O)CCC(NC(=O)OCc1ccccc1)C(=O)OCC(=O)c1ccccc1 (configuration not stated) the results were inhibitors of VEEV 1.0%.
NC1(CO)COC(c2ccccc2)OC1 (configuration not stated) was read as inhibitors of VEEV 1.5%.
Screening CC1=C(C(=O)N2CCOCC2)CC(CC(=O)NC2CC2)C(=O)N1Cc1ccc(C(C)(C)C)cc1 (configuration not stated) returned inhibitors of VEEV 1.7%.
COCCCN1C(=O)C(CC(=O)NCc2cccs2)CC(C(=O)N2CCOCC2)=C1C (configuration not stated) was read as inhibitors of VEEV 1.3%.

Screening data from PubChem BioAssay.

The list is partial; count on the stated rates, not on these rows.
